# Compound activity as filed in PubChem.
# Pf apPOL inh – Pf-apPOL DNA polymerase inhibition | Recombinant Pf-apPOL, molecular beacon fluorescence, 1.5 h | inhibition, % at 10 µM | hit rate 0.25% among 210,000 | AID 1794808
# mHTT-CaM PPI inh – disrupts binding of mutant huntingtin to calmodulin; AlphaScreen His-mHTT/GST-CaM binding, luminescence; inhibition, % at 15 µM; P42858; hit rate 3.6% among 190,000;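 also: 0% = both proteins with DMSO and 100% = one protein alone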
# Active calls of the source: *; i = inactive; . = not tested or not shown; & = joins results of further samples. Rule as the data show it: active = inhibition above about 50%; inactive = the rest. A portion of the library; rates above refer to the full screens.
Molecule	Pf apPOL inh	mHTT-CaM PPI inh
Cc1cccc(C(=O)N2CCN(C)CC2)c1	1	0
CCCN(CCC)CCCNC(=O)C1CCCN(c2ncc(-c3ccccc3)cn2)C1 (centres undefined)	-5	-5
O=C1[C@@H]2CSCCS(=O)(=O)N2C(=O)N1c1ccccc1	-4	-13
O=C1COc2ccc(S(=O)(=O)N3CCOCC3)cc2N1	2	-4
O=C(NCCS(=O)(=O)N1CCN(c2ccccn2)CC1)c1cccs1	-3	-8
CCc1nccn1Cc1noc(C2CCC2)n1	-6	-1
O=C1CCS(=O)(=O)c2ccccc21	-2	1
COc1ccccc1NC(=O)C1=C(C)Nc2nc3ccccc3n2C1c1ccc([N+](=O)[O-])cc1 (centres undefined)	3	44

Molecule	Pf apPOL inh	mHTT-CaM PPI inh
CCC(C)c1ccccc1OCCN1CCOCC1 (centres undefined)	-3	3
Cc1cccc(NC(=O)CN2CCN(c3ccccc3F)C2=O)c1C	-6	-13
C=CC(COCc1ccccc1)N([C@@H](Cc1ccccc1)C(=O)OC)S(=O)(=O)c1ccccc1Br (some centres undefined)	-5	42
COCC(=O)NCc1ccc2c(c1)CCCN2C(=O)CC(C)C	1	-5
O=S(=O)(c1ccc2nncn2c1)N(Cc1ccccc1Cl)c1ccccc1	-5	21
Cn1ccnc1SCC(=O)Nc1ccc2c(c1)OCO2	-3&-6	19
Cc1ccc(C(=O)N2CCC3(C2)C(=O)Nc2ccccc23)cc1F (centres undefined)	-2	-2
COc1ccc(-n2nc(C(=O)Nc3cc([N+](=O)[O-])ccc3OC)c3ccccc3c2=O)c(OC)c1	-1	-7

Molecule	Pf apPOL inh	mHTT-CaM PPI inh
COc1cc(S(=O)(=O)NCCOC23CC4CC(CC(C4)C2)C3)ccc1Cl	-5	-23
O=[N+]([O-])c1ccc(CSc2cc(-c3ccccc3)nc3ncnn23)cc1	-36	.
COc1ccc2c(c1)c1c3n2CCN=C3N(C)CC1	-6	-4
O=C(Cc1cccc(F)c1)N1CCC(Nc2ncnc3c2CCC3)C1 (centres undefined)	1	0
O=C(Cn1c2ccccc2n2ncnc12)c1ccc(Cl)cc1	-11	0
CCn1cnc2sc(C(=O)Nc3ccc4c(c3)OCO4)c(C)c2c1=O	0	5
COc1ccc(CCN2COc3ccc4c(c3C2)OC(=Cc2ccncc2)C4=O)cc1OC	29	33
O=C(Nc1ccncc1)c1ccc(Cl)c([N+](=O)[O-])c1	-7	7

Molecule	Pf apPOL inh	mHTT-CaM PPI inh
CCC(C)NC(=O)c1ccc2c(c1)N(C)C(=O)CS2 (centres undefined)	-2	-2
O=[N+]([O-])c1ccc(-c2csc(Nc3ccc4c(c3)OCO4)n2)cc1	1	55*
Cc1ccc2c(c1)oc(=O)n2CC(=O)c1ccccc1	-5	.
Cc1cc(Br)ccc1NC(=O)c1ccc2c(c1)C(=O)N(CC(C)C)C2=O	1	4
CCCn1c2ccc(C(C)=O)cc2c2cc(C(C)=O)ccc21	-1	4
Cc1c(Cl)ccc(S(=O)(=O)n2cnc3ccccc32)c1Cl	-6	0
O=S1(=O)CC(N2CCOCC2)c2ccccc21 (centres undefined)	-5	.
CCOC(=O)C1CCN(Cc2cc(=O)oc3cc(C)c(C)cc23)CC1	-11	-4

Molecule	Pf apPOL inh	mHTT-CaM PPI inh
COc1ccc(CCNC(=O)COc2ccc(Br)cc2C)cc1	-11	-5
O=C(c1c(F)cccc1F)N1CCN=C1SCc1ccc([N+](=O)[O-])cc1	5	23
C=CCn1c(=N)c(C(=O)NCc2cccnc2)cc2c(=O)n3cccc(C)c3nc21	4	-1
CCOc1ccc(/C=C2\C=C(c3ccc(F)cc3)OC2=O)cc1	-2	13
CN1C(=O)c2cccnc2Sc2cc(C(=O)NC3CCCC3)ccc21	-1	-10
CCCCNC(=O)c1nnn(-c2ccccc2)c1N	-5	-6
CCc1nc(N=C(N)N)nc2cc(C)ccc12	-1	-2
c1cc2c(cc1Nc1nc3nonc3nc1Nc1ccc3c(c1)OCO3)OCO2	-1	8

Molecule	Pf apPOL inh	mHTT-CaM PPI inh
N#CC1=C(N)OC2=C(C(=O)c3ccccc3C2=O)C1c1cccc(Cl)c1 (centres undefined)	-2	-1
Cc1ccc(NC(=O)CO/N=C(\N)c2nonc2N)cc1C	2	i
COc1cc2c(cc1OC)C(C=C1SC(C(=O)c3cccs3)=NN1c1ccc(C)cc1)=NCC2	-7&-5	.
Oc1ccc(O)c2c1C1c3ccccc3C2c2ccccc21	2&-19	28&35
COc1ccc2c(Cl)c(C(=O)Nc3cc(C)ccc3C)sc2c1Cl	-3	0
Cc1c(C)c(C)c(C(=O)c2ccccc2C(=O)Nc2ccc(Br)c(Cl)c2)c(C)c1C	-11	.
O=c1c2nc(-c3ccc4c(c3)OCO4)cn2ccn1-c1ccc(F)c(Cl)c1	-1	-5
COc1ccc(NC(=O)c2cc3cc4ccc(Cl)cc4nc3o2)cc1Cl	-3	-3

Molecule	Pf apPOL inh	mHTT-CaM PPI inh
Cc1cccnc1NC(=O)C(C)Oc1cccc(Cl)c1 (centres undefined)	5	0
NC(=O)c1ccccc1NC(=O)c1ccncc1	3	-3
CN(CC(=O)O)S(=O)(=O)c1ccc(Br)s1	-6	-8
O=C(NCC(=O)N1CCCc2ccccc21)c1ccccc1	1	-4
O=C(Nc1ccc2c(c1)CN(C(=O)c1ccco1)CC2)NC1CCCCC1	-11	44
CCOc1ccc(N2C(=O)CC(Sc3n[nH]c(-c4cccc(C)c4)n3)C2=O)cc1 (centres undefined)	-6	12
CN1CCN(c2ncncc2N2CCC(C(=O)NCc3ccc(F)c(Cl)c3)CC2)CC1	-3	27
CCc1ccc(NS(=O)(=O)c2ccc(OC)c(Br)c2)cc1	-2	-22

Molecule	Pf apPOL inh	mHTT-CaM PPI inh
CCC(C)Nc1nc(-c2ccc(OC)c(OC)c2)nc2ccccc12 (centres undefined)	0	1
CC(=O)c1c(C)n(CCO)c2ccc(O)cc12	-3	-3
CCn1c(SC)nc2c(c1=O)C1(CCCCC1)Cc1ccccc1-2	-4	-9
COCc1nn(C)c2c1CN(C(=O)c1ccc3ccccc3n1)CC2	-6	18
O=C1CC(NCCc2ccc(Cl)cc2)C(=O)N1c1ccc(F)cc1 (centres undefined)	1	-1
Cc1ccc(N2CCN(C(=O)c3cccc(Cl)c3)C(C)C2=O)c(C)c1 (centres undefined)	-4	6
CCOC(=O)C(CC)Sc1ccc2nnc(-c3cccnc3)n2n1 (centres undefined)	4	-1
O=C(Cc1ccccc1Cl)N1CCc2[nH]nc(C(=O)N3CCCCC3)c2C1	-1	-5

Molecule	Pf apPOL inh	mHTT-CaM PPI inh
CC(C)CNC(=O)N1CCCCC1c1nncn1-c1ccccc1 (centres undefined)	2	-3
Cc1sc2nc(C)n(CC(=O)Nc3ccc(F)c(Cl)c3)c(=O)c2c1C	0	4
O=C(Nc1ccc(Oc2ccccc2)cc1)C1CCCO1 (centres undefined)	-6	-12
CC(C)c1nnc(NC(=O)c2c(O)c3cccc4c3n(c2=O)CCC4)s1	-8	0
COc1ccc2nc(N3CCCC(C(=O)NCCCN4CCCCCC4)C3)sc2c1 (centres undefined)	-7	13
O=C/C(=C\O)c1cnc2ccccc2n1	.	1
CCOc1ccccc1C(=O)Nc1ccc(F)cc1F	-2	-17
O=S(=O)(c1ccccc1)N1N=C(c2cccs2)CC1c1ccc(Br)cc1 (centres undefined)	-54	-4

Compound | Pf apPOL inh | mHTT-CaM PPI inh
O=[N+]([O-])c1cccc(CN2CCC(N3CCCCC3)CC2)c1 | -4 | 3
CC(Oc1ccc(Cl)cc1Cl)C(=O)NC(C)(C)C (centres undefined) | 0 | 0
Cc1ccc(-c2cn(CC(=O)Nc3ccccc3)c(=O)o2)cc1 | 3 | 1
OCCN(CCO)CC(O)Cn1c2ccccc2c2ccccc21 (centres undefined) | -1 | 25
O=C(CN1CCOCC1)Nc1c(C(=O)c2ccc(F)cc2)oc2ccccc12 | -2 | 0
CCn1cnc2cc(NCc3ccc(Cl)cc3)ccc21 | -3 | 30
O=C(O)c1cccc(NS(=O)(=O)c2cc(C(=O)Nc3ccccc3)c(Cl)cc2Cl)c1 | -6 | -2
O=C(NCCc1ccccc1)Nc1ccccc1NC(=O)c1ccsc1 | -3 | -14
COc1ccccc1C(CCN(Cc1ccccc1)C(C)=O)c1ccc2c(c1)OCO2 (centres undefined) | -4 | 99*
Cc1cc(Br)ccc1NC(=O)CCCc1ccccc1 | -4 | 0
COc1cc(C2Nc3ccc4ncccc4c3C3=C2C(=O)CCC3)cc(OC)c1OC (centres undefined) | -3 | -1
CCOC(=O)c1cc(NC(=O)Nc2ccc(Cl)cc2)c(C)nc1C | 0 | -11
CCOC(=O)c1nn(-c2ccc(Cl)cc2Cl)cc(Sc2nc(C)c(C)c(C)c2C#N)c1=O | 3 | .
O=C(CNc1ccccc1-c1nc2ccccc2[nH]c1=O)NCCC1=CCCCC1 | -7 | -5
COc1ccc(Cl)cc1NC(=O)c1coc(=O)c2ccccc12 | -2 | 3
O=C(Cc1ccccc1[N+](=O)[O-])NCCC1=CCCCC1 | -7 | -6
CCCNc1cc(N2CCCC(CCC(=O)Nc3ccc4c(c3)OCO4)C2)ncn1 (centres undefined) | -6 | 51*
CC(C)c1[nH]nc2c1C(c1cc3c(cc1[N+](=O)[O-])OCO3)C(C#N)=C(N)O2 (centres undefined) | 5 | 34
CN(Cc1ccccc1)C(=O)C1CCCN(c2cnn(Cc3ccccc3)c(=O)c2)C1 (centres undefined) | -10 | 8
Cc1cc2n(n1)CCC(=O)N2CCCC(=O)NCCCN1CCc2ccccc2C1 | -5 | 0

Compound | Pf apPOL inh | mHTT-CaM PPI inh
CC(C)CC(=O)NC1CCN(c2ccccc2C(=O)N2CCC(C)CC2)CC1 | -17 | 16
CCC(=O)NCc1nc2c(n1C)CN(C(=O)c1ccc(OC)nc1)CC2 | 0 | 5
Cc1ccccc1C(=O)Nc1cccn2nc(C(C)C)nc12 | 2 | -16
Cc1cccc(NC2CS(=O)(=O)CC2O)c1 (centres undefined) | 4 | .
O=C(CCCOc1ccc(Cl)cc1Cl)NC1CCCCC1 | 2 | -6
CCC(=O)N1CCc2cc(Br)cc(S(=O)(=O)NC3CCCc4ccccc43)c21 (centres undefined) | -1 | 6
CN(C)c1ccc(CN2CCc3nc(Nc4ccc5c(c4)OCO5)ncc3C2)cc1 | 0 | 40
O=C(c1cccs1)N1CC(c2nc(-c3ncccn3)no2)C1 | 2 | -5
O=C(CSc1ccccc1)NCc1ccco1 | -10 | -3
CC(C)CN(CC(C)C)C(=O)c1cccc(F)c1 | 0 | -3
Cc1cc2c(c(=O)o1)C1(C(=O)N(CC(=O)O)c3ccccc31)C(C#N)=C(N)O2 (centres undefined) | -7 | 2
Cc1cc(NC(=O)CCN2CCN(c3ccccc3F)CC2)ccc1Br | 0 | 13
CSc1nsc(SCC(=O)Nc2nc(-c3ccccc3)cs2)n1 | -7 | -8
O=C(NC1(c2nc(-c3cccnc3)no2)CCCCC1)c1ccc(F)c(F)c1 | 2 | 2
O=C(/C=C1\Sc2ccccc2NC1=O)NCCCN1CCCC1=O | 8 | -2
COc1ccccc1C(=O)Nc1c2c(nn1-c1ccc(F)cc1)CSC2 | -4 | 6
CC1(C)CC(N)CC(C)(CNc2ccc(S(=O)(=O)C(F)(F)F)cc2[N+](=O)[O-])C1 (centres undefined) | -5 | 0
COc1ccc(CC(=O)Nc2cnc(-c3cccnc3)nc2)c(Cl)c1 | 1 | 12
COc1ccc(C)cc1NC(=O)C(CCS(C)(=O)=O)NC(C)=O (centres undefined) | -13 | 4
COc1ccc(-c2cncc(C(=O)Nc3cccc(Br)c3)c2)cc1 | 0 | -8

Compound | Pf apPOL inh | mHTT-CaM PPI inh
CN1c2ccccc2C(C)(C)C12C=Cc1cc(Br)cc([N+](=O)[O-])c1O2 (centres undefined) | -499 | .
Cc1ccccc1C(=O)N1CCC2(C1)NCc1ccccc1NC2=NC(C)(C)C (centres undefined) | -4 | 28
COc1ccc(CCNC2=CC(=O)CC(C)(C)C2)cc1 | -4 | 0
C=CCn1c(=O)c2c(ncn2C(C)C)n(-c2ccc(C)cc2)c1=O | -4 | 2
Cc1ccc(NS(=O)(=O)c2ccc(F)cc2)cc1[N+](=O)[O-] | -3 | -1
COc1ccc(-c2cccc(C(=O)Nc3ccc(OC)c(OC)c3)c2)cc1 | 6 | 8
